# From PubChem
# MITF TRPM1 inh = inhibitors of MITF-dependent TRPM1 promoter reporter, primary screen, cell-based, SK-MEL-5, single point, luciferase; actives 0.83% (n = 330,000); SK-MEL-5 TRPM1 promoter luciferase, 24 h; inhibition, % at 12.5 µM;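 active means mean inhibition across replicates of 60% or more, whatever share of single replicates reaches that level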; further: values of inactives mirror those of a sister screen read the other way
# iPSC survival up = enhancers of single-cell hiPSC survival, primary screen, ATPlite luminescence. survival enhancement, % at 20 µM. AID 602274, 2012. 100% = ROCK inhibitor wells, 0% = DMSO. actives 0.044% (n = 360,000); in the data active means survival enhancement above about 18%;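 further: cells exposed to compounds for 16 hours before the ATP read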
# Peg3 prom inh = Peg3 promoter-driven luciferase inhibitors, primary screen, cell-based, HeLa, luciferase luminescence. inhibition, % at 20 µM. actives 1.7% (n = 360,000). HeLa PEG-Prom luciferase reporter, overnight;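 active means inhibition of at least 50% at 20 µM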
# aDG glyco act = activators of alpha-DG glycosylation, primary screen, uHTS, Pro5-aDG cells, AlphaScreen | actives 0.22% (n = 360,000) | alpha-DG glycosylation AlphaScreen (IIH6); 0% Pro5, 100% B10-LARGE cell signal | activation, % at 10 µM;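 active means activation of at least 8% versus controls, or a plate z-score of at least 8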;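 further: Pro5 are CHO cells carrying HIG-tagged alpha-DG that lacks glycosylation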
# HIF-2a block = HIF-2a reporter inhibitors, primary screen, luminescence, 786-0 RCC cells. AID 624352, 2012. inhibition, % at 18.8 µM. actives 0.72% (n = 360,000). 786-0 RCC cells HIF-2a reporter, luciferase luminescence, overnight;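 active means inhibition of the luminescence signal of 40% or more relative to plate controls, in a single-dose primary screen at 18.75 µM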
# Exocytosis inh = LAMP-1 surface exposure blockers, TALL-104 cells – cell-based, flow cytometry, MLPCN library, primary screen; AID 651702, 2012; TALL-104 LAMP-1 surface exposure; cells stimulated with thapsigargin and PMA; actives 0.66% (n = 360,000); inhibition, % at 10 µM;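 active means inhibition above about 55%, limit read from the data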
# NR2E3 ag-1 = NR2E3 agonists in two-hybrid cells, primary screen, cell-based, luminescence, CHO-S, Gal4-NCOR/VP16-NR2E3; Photoreceptor-specific nuclear receptor (Homo sapiens), Q9Y5X4; actives 0.35% (n = 360,000); luciferase; inhibition of corepressor binding, % at 3.98 µM; AID 602229, 2012;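 active means inhibition above the mean of all tested compounds plus 3 SD, cut at about 70% in these data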;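 further: 0% = DMSO with NR2E3 transfected cells and 100% = cells lacking NR2E3 construct; higher means lower luciferase signal from less NR2E3 corepressor binding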
# Target sequence (Q9Y5X4 whole entry, looked up, the tested form may be a part): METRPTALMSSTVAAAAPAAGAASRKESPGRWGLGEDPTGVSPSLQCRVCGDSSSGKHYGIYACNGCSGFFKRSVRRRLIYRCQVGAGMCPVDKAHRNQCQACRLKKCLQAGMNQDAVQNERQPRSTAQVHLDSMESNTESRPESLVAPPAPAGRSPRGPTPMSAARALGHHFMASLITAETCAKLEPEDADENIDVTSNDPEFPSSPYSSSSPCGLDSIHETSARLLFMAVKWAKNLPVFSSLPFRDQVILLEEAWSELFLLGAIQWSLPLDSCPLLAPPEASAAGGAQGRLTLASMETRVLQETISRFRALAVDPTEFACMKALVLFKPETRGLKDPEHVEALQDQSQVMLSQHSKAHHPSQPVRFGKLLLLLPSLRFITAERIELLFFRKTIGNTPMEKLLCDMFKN
# Vif imaging = HIV Vif self-association inhibitors, primary screen, imaging, HEK293T, single point. HEK293T cells, Vif self-association by quenched fluorescence, 24 h. inhibition, % at 7.49 µM. actives 0.35% (n = 340,000); in the data active means inhibition above about 50%, passing the limit was not always enough; further: some results filed as inactive read as strong as hits
# PDI inh = inhibitors of human PDI, primary screen, biochemical, turbidity, single point, plate reader. actives 0.052% (n = 350,000). PDI insulin aggregation turbidity, A650, 90 min. Protein disulfide-isomerase (Homo sapiens), P07237. inhibition, % at 10 µM;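 active means mean inhibition across replicates of 30% or more, whatever share of single replicates reach that level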;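 further: absorbance from insulin aggregation driven by PDI reduction with DTT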
# Target sequence (P07237 whole entry, looked up): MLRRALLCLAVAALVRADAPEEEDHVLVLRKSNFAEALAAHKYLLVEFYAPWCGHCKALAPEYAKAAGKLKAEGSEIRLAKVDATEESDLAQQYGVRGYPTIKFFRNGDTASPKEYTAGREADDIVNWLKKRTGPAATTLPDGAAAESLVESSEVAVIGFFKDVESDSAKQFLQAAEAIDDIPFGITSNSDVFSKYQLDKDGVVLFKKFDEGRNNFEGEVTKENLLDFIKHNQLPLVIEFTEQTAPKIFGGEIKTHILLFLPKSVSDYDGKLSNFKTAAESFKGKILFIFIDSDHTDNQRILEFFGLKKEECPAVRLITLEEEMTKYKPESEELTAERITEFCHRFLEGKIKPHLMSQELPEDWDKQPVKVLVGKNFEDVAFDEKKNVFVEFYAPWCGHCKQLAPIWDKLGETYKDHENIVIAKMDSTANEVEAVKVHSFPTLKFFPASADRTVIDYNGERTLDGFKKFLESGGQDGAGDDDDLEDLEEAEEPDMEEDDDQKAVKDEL
# NR2E3 ag-2 = inhibitors of NR2E3-RetCOR corepressor binding, primary screen, NR2E3 agonist project, biochemical, TR-FRET, GST-NR2E3, biotin-RetCOR; Photoreceptor-specific nuclear receptor (Homo sapiens), Q9Y5X4; 1536-well; inhibition of corepressor binding, % at 4.78 µM; actives 0.12% (n = 320,000); AID 2300, 2010;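 active means percent inhibition above the cutoff of mean plus 3 SD of all tested compounds, set per screening campaign, cut at about 20% in these data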;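 further: 0% = DMSO wells and 100% = biotin wells as full block of FRET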
#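 System: GST-tagged NR2E3 plus biotinylated RetCOR corepressor; Buffer or medium: pH 7.5 Tris-based buffer; Probe or stimulus: RetCOR corepressor, biotinylated, 7 nM; Doses: compound at 4.8 µM, single dose; Schedule: 5 h incubation at 4 °C; Technique: time-resolved FRET; Evaluation: percent inhibition of TR-FRET ratio; Replication: one well per compound, singlicate testing.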
# CaV13 ICDI inh = Primary screen for inhibitors of IQ motif and Ca2+-dependent inactivation inhibitor domain binding in CACNA1D, Förster resonance energy transfer in living cells, …; actives 0.098% (n = 340,000); HEK cells, CFP/YFP FRET ICDI-IQ, plate reader, 10 min; percent FRET-ratio fall versus neutral wells; inhibition, % at 12.3 µM; AID 743397;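 active means mean replicate inhibition of at least 30% and at least 1% of replicates passing that level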;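 further: 0% = median of the neutral control wells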
# * = called active by the depositor; . = not tested or not shown; & = joins results of further samples.
SMILES,MITF TRPM1 inh,iPSC survival up,Peg3 prom inh,aDG glyco act,HIF-2a block,Exocytosis inh,NR2E3 ag-1,Vif imaging,PDI inh,NR2E3 ag-2,CaV13 ICDI inh
CN(c1ccc(OCc2nnc(-c3ccccc3)o2)cc1)S(=O)(=O)c1ccccc1,13,-4.3,12,-0.4,14,-15,3,8,-8,4,-2
COC(=O)CC1NCCc2cc(OC)c(OC)cc21 (stereo unspecified),15,-0.4,-3,0.0,9,4,-30,5,-9,-1,-4
O=C(CCN1CCCCO1)N1CCCC(Nc2ccc(F)cc2)C1 (stereo unspecified),-2,-0.5,11,-0.1,3,-6,-14,-1,-1,1,-6
COc1ccc(CC(=O)NCc2nnc(SCC(=O)Nc3ncc(C)s3)n2C)cc1,2,-0.4,12,-0.2,6,2,-11,2,-1,-1,-2
COc1cccc(Cn2nnc(C(=O)NCCc3ccc(Cl)cc3)c2N)c1,-3,-0.8,0,0.0,7,-3,11,-2,.,1,-10
COC(=O)CSc1[nH]c2ccccc2c1[N+](=O)[O-],0,-0.6,-12,0.1,16,-1,-1,1,-7,0,-4
CCOc1cc(C2NC(=O)NC(O)(C(F)(F)F)C2C(=O)c2ccc(Cl)cc2)ccc1O (stereo unspecified),-1,1.4,10,-0.3,-3,-1,-7,1,6,0,-9
COc1cccc(-c2noc(CCC(=O)NCCc3ccccc3)n2)c1,4,-0.1,-24,0.1,18,8,47,2,4,-1,-5
Cc1ccc(S(=O)(=O)/N=C(\Sc2ccccc2)c2ccccc2)cc1,45,-2.1,56*,-0.2,43*,65*,-3,6,22,1,-8
CCN(CCn1cccn1)C(=O)c1ccc2nc(Cc3ccc(OC)cc3)oc2c1,16,0.0,-45,0.1,-51,2,10,6,-5,0,-3
CC(=O)C(N=Nc1ccccc1)(Sc1nnc(-c2ccccc2)n1-c1ccccc1)C(C)=O,12,-0.4,22,-0.6,25,-4,-27,-2,10,-3,-6
Cc1ccc(Cl)cc1NC(=O)c1ccc(Cn2cc(Cl)cn2)cc1,4,0.5,8,0.8,2,-5,1,2,-3,1,.
O=C(CSC1CCCCC1)Nc1nccs1,-7,-2.1,-50,-0.2,-55,2,8,1,0,-1,-4
CCOC(=O)C1CCN(C(=O)c2cc(COc3ccc(OC)c4ccccc34)on2)CC1,-10,-0.6,-233,0.1,-226,6,-77,-1,6,0,-3
NC(=S)N/N=C/c1coc2cc(Cl)ccc2c1=O,6,-0.4,2,-0.1,10,-3,-15,-12,-21,-1,-4
N/C(=N\OC(=O)c1ccccc1)c1ccncc1,-4,-1.0,-12,-0.2,-16,-2,-13,0,0,3,-5
Cc1ccc(C=NNC(=O)c2cc(-c3cccnc3)nc3ccccc23)o1,27,-1.0,22,-0.1,14,0,-7,20,-3,.,-8
COCCCNC(=O)c1ccc(N(C)S(C)(=O)=O)cc1,-1,0.6,-5,0.2,-20,0,-19,-7,-5,2,-4
Cc1ccc(S(=O)(=O)N2CCCN(C(=O)OC(C)(C)C)CC2)cc1,-4,-0.6,7,-0.2,11,3,1,0,-2,-1,-14
N#Cc1cc2c([nH]c1=S)CCCCCC2,-5,-0.2,-1,-0.2,2,-7,-41,-1,-2,4,.
Cn1cnnc1SC(C(=O)Nc1cccc(C(F)(F)F)c1)c1ccccc1 (stereo unspecified),3,-1.0,23,0.0,10,-4,-17,0,-4,2,-5
COc1cc(CNCCO)cc(Cl)c1OCc1ccccc1Cl,6,-1.3,18,7.1,4,14,4,0,3,2,3
Cc1nc(NCc2ccccn2)c2c3c(sc2n1)CCCC3,1,-1.5,14,0.1,-12,-2,-14,-2,-1,-1,-6
Cn1c2ccccc2c2n[nH]c(=O)nc21,6,-0.9,2,0.4,8,-2,12,-7,0,2,-6
Cc1ccc2[nH]c(CSc3ccccc3)cc(=O)c2c1,2,-0.3,-5,0.4,-26,18,0,-12,5,2,-3
CCOC(=O)C1CCN(S(=O)(=O)Cc2ccccc2)C1=O (stereo unspecified),-1,7.1,2,-0.2,9,-1,19,-4,-5,3,-5
O=C(Nc1ccc(F)cc1)c1cc2c(s1)CCCC2,.,-0.9,-296,0.1,-398,-10,-75,-6,-3,1,-5
Cc1ccc(NC(=O)c2cc3ccccc3oc2=O)cc1S(=O)(=O)N(C)C,76*,-2.1,77*,0.0,81*,-4,52,-1,-8,3,.
CCO/C(C)=C1\C(=O)Nc2ccccc21,5,1.6,-9,-0.4,7,23,6,.,-14,2,.
CCS(=O)(=O)c1ccc(C(=O)NC)c(Cl)c1Cl,5,-0.4,11,0.1,8,-3,-8,-3,1,-3,0
COC(=O)c1cc(-c2ccc(OC)c(OC)c2)n[nH]1,4,0.2,-9,-0.1,-3,-1,-18,2,-1,-2,-5
COc1ccc(NC(=O)Cn2nnc(C(=O)NCc3ccco3)c2N)cc1,6,0.1,14,-0.1,15,-3,-5,-10,6,1,-7
O=C(O)c1ccc2c(c1)S(=O)(=O)c1cc(N3CCN(c4cnccn4)CC3)ccc1C2=O,.,1.7,4,-0.2,-7,0,-3,-3,-9,.,-6
O=C(/C=C/c1cccc(Cl)c1Cl)OCC(=O)N1CCOCC1,-16,0.8,-26,0.1,-2,-6,-2,1,-2,.,-4
CCn1c(SCC(=O)Nc2nc(-c3ccc(C)cc3)cs2)nnc1-c1ccccc1O,12,-1.8,-19,1.2,-19,-3,-28,-16,-13,0,-3
COCCN(C(=O)c1ccccc1F)c1nc(-c2ccc(OC)cc2)cs1,-22,-0.5,-86,0.2,-124,10,-93,-2,1,.,-3
Cc1nc(SCC(=O)NC(=O)NC(C)C)nc(C)c1C,20,-0.6,-2,0.1,13,0,-5,-9,-1,-1,-6
CCOc1ccc(NC(=O)CCNC(=O)c2ccc(Br)cc2)cc1,.,-0.4,-120,0.1,-158,-8,-6,1,-10,5,-3
CN1CCC(=NNc2ncnc3sc4c(c23)CCCC4)CC1,13,10,-23,0.1,8,2,-64,0,-2,-3,-3
CCOCCCNC(=O)Cn1cc2c(n1)-c1c(oc(C(=O)N3CCCC3)c1C)CC2,.,-0.4,1,-0.4,-5,-6,35,0,-15,.,-8

# Shown with values under each structure: part of the list above.
# Fields – MITF TRPM1 inh	iPSC survival up	Peg3 prom inh	aDG glyco act	HIF-2a block	Exocytosis inh	NR2E3 ag-1	Vif imaging	PDI inh	NR2E3 ag-2	CaV13 ICDI inh
- COc1cccc(-c2noc(CCC(=O)NCCc3ccccc3)n2)c1
    4	-0.1	-24	0.1	18	8	47	2	4	-1	-5
- N/C(=N\OC(=O)c1ccccc1)c1ccncc1
    -4	-1.0	-12	-0.2	-16	-2	-13	0	0	3	-5
- Cn1c2ccccc2c2n[nH]c(=O)nc21
    6	-0.9	2	0.4	8	-2	12	-7	0	2	-6

# (cont.)
SMILES,MITF TRPM1 inh,iPSC survival up,Peg3 prom inh,aDG glyco act,HIF-2a block,Exocytosis inh,NR2E3 ag-1,Vif imaging,PDI inh,NR2E3 ag-2,CaV13 ICDI inh
COc1ccc(CCn2c(-c3ccc(OC)cc3)nc3c(c(=O)c4ccccc4n3C)c2=O)cc1,8,0.0,11,0.2,19,-4,-24,2,-6,0,-4
COC(=O)C(NC(=O)c1ccccc1)=C(C)C,4,-4.6,-7,0.3,7,-1,6,2,2,4,.
CC(=O)Nc1ccc(NC(=O)COC(=O)C2(c3ccc(Cl)cc3)CCCC2)cc1,0,-0.1,17,1.1,31,-5,-25,-4,-7,0,-5
Cc1ccc2[nH]c(=O)c(C(c3nnnn3CC3CCCO3)N3CCCc4ccccc43)cc2c1 (stereo unspecified),0,-2.0,1,0.4,-16,4,-25,11,8,1,-5
CC1CCCCC1NC(=O)CCn1ccc2cc(S(=O)(=O)N3CCCC3)ccc21 (stereo unspecified),-17,0.1,13,-0.3,7,20,-33,-3,-1,-4,.
Cn1c(SCC(=O)NC2CCCC2)nc2cccnc21,-7,0.7,-7,0.0,1,-2,-14,3,-6,1,-2
COc1ccc(C(=O)OCC(=O)Nc2sccc2C(N)=O)cc1[N+](=O)[O-],-10,-0.4,6,0.1,-26,1,-7,-3,7,-4,-7
O=C(c1cccc(Br)c1)N1CCCc2ccccc21,0,1.2,22,0.2,18,2,-20,-4,1,-4,-3
O=C(COC(=O)c1ccc(Br)o1)Nc1cccc(S(=O)(=O)N2CCCCC2)c1,8,-1.7,8,-0.2,3,-1,-40,-11,3,.,-6
COC(=O)c1ccc(CO/N=C/c2ccc(OC)cc2)o1,-14,-0.6,-144,-0.2,-4,0,-77,-6,-2,1,-6
CC(C(=O)NCCc1ccc(Cl)cc1)n1c(=O)c2cccn2c2cccnc21 (stereo unspecified),-1,-0.3,37,-0.1,4,8,-6,-2,7,3,-5
CS(=O)(=O)N(CC(=O)NCc1ccccn1)c1ccc2c(c1)OCCO2,2,1.1,-5,-0.1,2,2,-28,0,1,7,.
Cc1nn(-c2ccccc2)c(Cl)c1/C=N/NS(=O)(=O)c1ccc(Br)cc1,-2,-0.4,-9,0.2,6,-4,16,-3,6,-1,-15
CCC(c1nnnn1C(C)(C)CC)N(CCN1CCOCC1)Cc1cc2cc(C)ccc2[nH]c1=O (stereo unspecified),4,-1.5,-9,0.2,5,-9,-6,20,-4,2,-6
CCCc1[nH]c2ccc(C(=O)OC)cc2c1CCC,-3,2.4,-22,0.2,-27,-2,-9,-5,-3,3,-8
NS(=O)(=O)c1cc(C(=O)OCC(=O)Nc2ccccc2[N+](=O)[O-])ccc1Cl,-6,0.2,1,0.2,3,0,-11,17,3,-1,-2
Cc1ccc(C(=O)O)cc1-n1c(C)cc(C=O)c1C,13,-3.5,-1,0.2,4,0,-34,.,0,2,-3
COCCNC(=O)NC12CC3CC(CC(C3)C1)C2,4,4.2,4,0.0,16,-2,1,.,11,0,-2
Cc1ccc2c(C)nc(/N=C(\N)NC(=O)N3c4ccccc4Sc4ccccc43)nc2c1,-1&5,1.1&0.1,-4&25,0.2&0.3,-14&-17,-19&0,-19&-19,-2&1,-1&-8,2,-3&-14
COc1ccc(Cl)cc1NC(=O)CN(C)C(=O)CCNC(=O)c1ccccc1OC,3,-0.6,12,0.2,14,-1,-12,3,-1,0,-5
COCC(=O)N1CCC(Oc2ccc(C(=O)NCCCn3cccn3)cc2)CC1,0,-0.3,8,-0.1,9,0,-22,8,-7,1,-17
Cc1ccc(CNC(=O)COC(=O)c2c(C)noc2C)cc1,5,-2.4,9,-0.1,-3,-1,-7,.,14,1,.
O=C(Nc1ccc(OC(F)(F)F)cc1)c1n[nH]c(Cn2cncn2)n1,6,-0.5,3,-0.3,0,5,-6,-5,11,-1,.

# The order is random; overall some 3.5% were active at least once.
